GAA glycogen = alters human alpha-glucosidase cleavage of glycogen | actives 0.38% (n = 300,000) | Potency, µM (top dose mostly 76.4 µM), for inactives: at the top dose activity change, negative = inhibition, usual class: inhibitors | recombinant GAA, glycogen substrate, Amplex Red glucose oxidase fluorescence | P10253;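 also: 0% = full enzyme reaction and -100% = no-enzyme basal signal; the screen sought inhibitors and activators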
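Recombinant human alpha-glucosidase (4 nM final) hydrolysed bovine liver glycogen (30 ug) for 40 min at 37 C in pH 5.0 citrate/phosphate with 0.01% Tween-20. Released glucose detected by glucose oxidase/Amplex Red, Ex 573/Em 610 nm. Compounds up to 77 uM; AC50 from Hill fits.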
aGal spleen mod = inhibits or activates alpha-galactosidase in human spleen homogenate. human spleen homogenate, 4MU-alpha-Gal fluorescence, 40 min. Potency, µM (highest dose often 80 µM), inactives show at the highest dose activity change, negative = inhibition, usual class: inhibitors. actives 0.008% (n = 240,000). AID 2107;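 also: 0% = enzyme with vehicle and -100% = no enzyme basal signal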
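Human spleen homogenate (1 ug) was the enzyme source, with 4-methylumbelliferyl-alpha-D-galactopyranoside (1 mM final) in pH 5.0 citrate buffer with 0.01% Tween-20. Compounds were titrated; after 40 min at 37C, NaOH/glycine stop, 4-MU fluorescence read; AC50 from Hill fits.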
SMN2 splice enh = increases expression of the SMN2 splice variant; HEK293 SMN2-luciferase splicing reporter, luminescence, 30-36 h; Potency, µM (series often up to 46.1 µM), inactives show at the highest dose activity change, positive = activation, usual class: activators; actives 2.8% (n = 210,000); AID 1458; also: % of control where 0% means no effect; nearly all actives have a fitted effect of over 55% in size
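HEK293 cells carry an SMN2 minigene-luciferase reporter in which exon 7 inclusion puts luciferase in frame. Cells were seeded at 2000 cells/well, attached for 10-12 hours, then exposed to compounds for 30-36 hours at 37C before ONE-Glo luminescence.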
ALDH1A1 block = ALDH1A1 (human) enzyme inhibition | P00352 | Purified ALDH1A1, NADH fluorescence, propionaldehyde substrate | Potency, µM (top dose mostly 75.3 µM), for inactives: at the top dose activity, negative = inhibition, usual class: inhibitors | actives 7.3% (n = 220,000); active = well fitted inhibition curve with a large enough effect, not every such curve was filed as active; inconclusive = small, poorly fitted or top-dose-only effect, or another doubt; inactive = no such curve, though single readings can be large or run the other way;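 also: plate controls were no enzyme wells and a reference inhibitor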
GAA inh = blocks human lysosomal alpha-glucosidase | purified human GAA, 4-MU-alpha-glucoside fluorescence | Potency, µM (titrated, usually from 76.9 µM), for the others: top-dose activity change, negative = inhibition, actives largely listed as inhibitors | actives 0.005% (n = 200,000);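 also: plate controls were uninhibited enzyme wells for no effect and no-enzyme background for full effect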
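Endpoint fluorogenic read: 20 min room-temperature reaction of 4 nM human alpha-glucosidase with 400 uM 4-methylumbelliferyl-alpha-D-pyranoside, pH 5.0, quenched with 1M NaOH/1M glycine pH 10. AC50 from Hill modeling.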
GoLoco inh red = blocks human Gai1 binding to RGS12 GoLoco peptide, red readout. AID 880. actives 0.44% (n = 230,000). P63096. Potency, µM (titrated, usually from 61.6 µM), for the others: at the top dose activity, negative = inhibition, hits mostly inhibitors. Gai1:RGS12 GoLoco peptide FP, rhodamine, 10 min; active = well fitted inhibition curve with a large enough effect, not every such curve was filed as active; inactive = no such curve, though single readings can be large or run the other way; also: % is scaled to controls: 0 for no effect and ±100 for the full control effect; nearly all actives have a fitted effect of over 30% in size; many of its hits are not listed in these tables
Target sequence (P63096 whole entry, looked up): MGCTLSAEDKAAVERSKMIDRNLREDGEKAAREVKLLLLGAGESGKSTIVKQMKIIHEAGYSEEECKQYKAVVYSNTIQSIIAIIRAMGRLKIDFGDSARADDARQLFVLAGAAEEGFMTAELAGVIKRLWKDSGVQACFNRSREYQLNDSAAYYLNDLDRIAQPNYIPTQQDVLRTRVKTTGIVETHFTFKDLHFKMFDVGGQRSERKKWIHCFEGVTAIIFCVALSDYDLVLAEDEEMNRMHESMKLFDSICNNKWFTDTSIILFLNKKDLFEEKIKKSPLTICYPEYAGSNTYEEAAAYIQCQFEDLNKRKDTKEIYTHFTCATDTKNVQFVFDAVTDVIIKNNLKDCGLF
GAA spleen mod = inhibits or activates alpha-glucosidase in human spleen homogenate; P10253; human spleen homogenate, 4-MU-alpha-glucoside fluorescence; Potency, µM (titrated, usually from 79.9 µM), for inactives: at the top dose activity change, negative = inhibition, hits mostly inhibitors; actives 0.006% (n = 240,000); AID 2112;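 also: 0% = enzyme with vehicle and -100% = no enzyme basal signal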
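Human spleen homogenate (1 ug) with 4-methylumbelliferyl-alpha-D-glucopyranoside (1 mM final) in 50 mM citrate/phosphate pH 5.0, 0.01% Tween-20; 40 min at 37 C. Stopped at pH 10; 4-MU fluorescence Ex 365/Em 440 nm; AC50 by Hill fit.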
JMJD2E inh = inhibitors of human JMJD2E histone demethylase; Potency, µM (doses to about 57.1 µM), for inactives: at the top dose activity change, negative = inhibition, most hits filed as inhibitors; B2RXH2; JMJD2E catalytic domain, FDH-coupled NADH fluorescence (FDH is formaldehyde dehydrogenase); AID 2147; actives 1.6% (n = 230,000); active = well fitted inhibition curve with a large enough effect, not every such curve was filed as active; inconclusive = small, poorly fitted or top-dose-only effect, or another doubt; inactive = no such curve, though single readings can be large or run the other way;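 also: 0% = wells with enzyme and -100% = buffer wells without enzyme; nearly all actives have a fitted effect of over 50% in size; many of its hits are not listed in these tables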
Target sequence (B2RXH2 1-337 limits assumed): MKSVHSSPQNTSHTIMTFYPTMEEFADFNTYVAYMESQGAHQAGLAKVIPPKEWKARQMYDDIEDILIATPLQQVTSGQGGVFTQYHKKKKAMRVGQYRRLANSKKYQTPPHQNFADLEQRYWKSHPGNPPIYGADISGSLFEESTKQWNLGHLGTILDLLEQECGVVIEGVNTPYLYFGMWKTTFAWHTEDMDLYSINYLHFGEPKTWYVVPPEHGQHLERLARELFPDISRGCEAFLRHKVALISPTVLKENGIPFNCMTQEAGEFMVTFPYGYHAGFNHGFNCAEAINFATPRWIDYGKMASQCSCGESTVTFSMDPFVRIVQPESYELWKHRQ
The depositor's hits bear a star; ? = inconclusive; · = no result given; & = joins results of further samples; ! = a repeat was not active; [ ] = dose if it differs, or a comment. Unless noted, calls follow the shape of the dose curve; as a rule, active = well fitted curve in the direction sought with a large enough effect; inconclusive = small, poorly fitted or top-dose-only effect, or another doubt; inactive = no such curve, though single readings can be large; an effect the other way counts as inactive or inconclusive. Potency is read from the fitted curve at half-maximal effect. An excerpt; rates above refer to the full screens.

SMILES	GAA glycogen	aGal spleen mod	SMN2 splice enh	ALDH1A1 block	GAA inh	GoLoco inh red	GAA spleen mod	JMJD2E inh
O=[N+]([O-])c1ccccc1/C=C/C=N/N1CCCCC1	-4%	8%	16µM*	?	-5%	2%	10%	10%
CNC(=S)NNC(=O)COc1cccc(C)c1C	-23%	-1%	14%	?	3%	11%	2%	-12%
COC(=O)[C@H](COC(C)(C)C)NC(=O)O[C@@H]1C(=O)c2ccc(OC)cc2O[C@H]1c1cccc(C(F)(F)F)c1	·	8%	-1%	-2%	·	4%	-4%	-9%
O=C(O)CCC(=O)Nc1ccccc1C(=O)NC1CCCCC1	5%	3%	14%	-10%	-8%	6%	-7%	?
CCn1c(SCC(=O)NCCc2ccccc2)nc2c(c1=O)SC(C)C2 (stereo not given)	-1%	-6%	8%	?	-7%	-8%	-2%	-6%
Cc1ccccc1CC1(CO)CCCN(C(=O)c2cc(Cl)ccc2F)C1 (stereo not given)	-11%	4%	·	?	12%	7%	-16%	-5%
COc1ccc(C(=O)NNC(=O)c2cc3cc(OC)ccc3oc2=O)cc1	4%	-1%	·	6%	-1%[15.4 µM]	4%	11%	?
Cc1ccc(S(=O)(=O)NC(C)C(c2cccs2)N2CCOCC2)cc1 (stereo not given)	2%	-1%	?	-15%	-1%	-4%	-1%	1%
CC(C)n1cc(/C(N)=N/O)c(=O)n(Cc2ccccc2)c1=O	-22%	-4%	·	3%	-3%	11%	-3%	-6%
CCOC(=O)/N=C(/NC(=O)Nc1ccc(C(=O)OCC)cc1)OC	2%	2%	1%	8%	2%	6%	2%	4%
COc1ccc2c(c1)c1ncn(CCN3CCCCC3)c(=O)c1n2C	-6%	?	21%	?	?	9%	4%	?
NC(Cc1cccc(-c2ccccc2CP(=O)(O)O)c1)C(=O)O (stereo not given)	·	20%	29%	6%	·	9%	8%	-2%
Cc1cc(N2CCC(C)CC2)n2ncc(-c3ccccc3)c2n1	-5%	17%	-38%[inhibitor]	?	5%	7%	7%	?
CC(C)Nc1nc(-c2ccncc2)nc(-c2ccc(Cl)cc2)c1C#N	6%	-12%	5%	1%	6%	6%	-15%	?
CC1=NN(c2nc(-c3ccc(C)cc3)cs2)C(=O)C1N=Nc1ccc(C(N)=O)cc1 (stereo not given)	5%	-2%	-83%[inhibitor]	-15%	2%	123%[activator]	6%	3%
Cc1noc(C)c1C(=O)N1CCN(c2ccc(OCc3ccccc3)cc2)CC1	2%	0%	·	·	·	-4%	-4%	2%
CC#CC[N+](C)(C)CC(=O)c1ccccc1	0%	-21%	·	·	·	0%	-5%	-6%
COc1ccc(N2CCC(CNC(=O)Nc3cccc(OC)c3)C2)cc1 (stereo not given)	-9%	6%	-6%	?	-15%	-26%	9%	-10%
Cc1n[nH]c(=O)nc1NCC1CCCO1 (stereo not given)	7%	7%	-12%	?	-14%	-6%	-1%	-6%
COC(=O)c1c(C)[nH]c(C(=O)C(C)Sc2nnc(-c3cc(OC)c(OC)c(OC)c3)o2)c1C (stereo not given)	-4%	12%	-6%	6%	-9%	-2%	2%	7%
O=C1C(C2=NC(c3ccccn3)C3C(=O)N(c4ccccc4)C(=O)C23)=C(O)c2ccccc21 (stereo not given)	4%	0%	·	·	·	7%	-2%	11%
CN1C=CC(=CC=C2C=CC(=O)C=C2)C=C1	-9%	-12%	·	?	-5%	41%[activator]	-2%	?
O=C(CNC(=O)Cn1ccc2ccccc2c1=O)NCCCN1CCN(c2cccc(Cl)c2)CC1	2%	-8%	-16%	-9%	4%	16%	-7%	-3%
CCn1c(CNC(=O)c2ccccc2F)nnc1SCc1nc2ccccc2c(=O)[nH]1	1%	-11%	-15%	2%	?	1%	-15%	4%
CC(NC(=O)CCCCCN1C(=O)c2ccccc2C1=O)c1ccc2c(c1)CCCC2 (stereo not given)	-4%	1%	?	?	2%	3%	-5%	5%

Full records from above. Order of screens: GAA glycogen, aGal spleen mod, SMN2 splice enh, ALDH1A1 block, GAA inh, GoLoco inh red, GAA spleen mod, JMJD2E inh
Cc1cc(N2CCC(C)CC2)n2ncc(-c3ccccc3)c2n1 across the screens: -5%, 17%, -38%[inhibitor], ?, 5%, 7%, 7%, ?
CC(NC(=O)CCCCCN1C(=O)c2ccccc2C1=O)c1ccc2c(c1)CCCC2 (stereo not given) across the screens: -4%, 1%, ?, ?, 2%, 3%, -5%, 5%
COC(=O)c1c(C)[nH]c(C(=O)C(C)Sc2nnc(-c3cc(OC)c(OC)c(OC)c3)o2)c1C (stereo not given) across the screens: -4%, 12%, -6%, 6%, -9%, -2%, 2%, 7%
COc1ccc(C(=O)NNC(=O)c2cc3cc(OC)ccc3oc2=O)cc1 across the screens: 4%, -1%, ·, 6%, -1%[15.4 µM], 4%, 11%, ?

Next section
SMILES	GAA glycogen	aGal spleen mod	SMN2 splice enh	ALDH1A1 block	GAA inh	GoLoco inh red	GAA spleen mod	JMJD2E inh
Cc1ccc2nc(-c3ccc(N4C(=O)CC(N5CCC(C(N)=O)CC5)C4=O)cc3)sc2c1 (stereo not given)	-3%	-2%	11%	?	3%	9%	7%	?
CCOC(=O)c1sc(=S)n(-c2cccc(OC)c2)c1N	-18%	2%	-9%	22µM*	2%	-4%	-1%	-7%
CN(CC(O)COc1ccccc1F)C1CCCCC1 (stereo not given)	-2%	5%	-5%	-1%	0%	12%	5%	6%
O=C(c1ccco1)N1CCC2(CC1)CCN(c1ncccn1)CC2	·	6%	-31%[inhibitor]	25µM*	·	-6%	-7%	·
Cc1cccc(NC(=S)NCCN2CCOCC2)c1	9%	-16%	-8%	11%	8%	3%	-8%	7%
N#Cc1c(NC(=O)C2CC(c3ccccc3Cl)=NO2)sc2c1CCC2 (stereo not given)	-3%	6%	6%	?	-13%	12%	-4%	3%
COc1cccc(C2C3=C(CC(C)(C)CC3=O)Nc3n[nH]c(C)c32)c1 (stereo not given)	0%	9%	16%	?	10%	0%	1%	?
C=CCn1c(SCC(=O)Nc2ccc(-c3nc4ccc(C)cc4s3)cc2)nnc1-c1ccncc1	16%	-14%	7.1µM*	?	10%	0%	-15%	?
Nc1ccccc1C#CCCCCO	6%	3%&10%	5%&6%	?	-10%	-5%&-4%	8%&-9%	20µM*!
CCOC(=O)c1c(NC(=O)C2CCCCC2C(=O)O)sc2c1CCCCC2 (stereo not given)	-4%	-3%	-1%	0%	-3%	8%	-3%	11%
Cc1c(C(=O)Nc2ccc(F)cc2)c2ccccn2c1CCc1ccncc1	10%	5%	?	?	-4%	6%	3%	-1%
CC1CC(C)CN(Cc2nc(N)nc(Nc3ccccc3)n2)C1 (stereo not given)	-3%	-12%	1%	5%	-4%	5%	1%	-4%
O=C(O)c1ccccc1-n1c2ccccc2c2ccccc21	9%	-8%	·	?	6%	7%	-3%	-8%
O=C(Cc1ccccc1)NNC(=S)NC(=O)c1cccnc1	-25%	-1%	·	·	·	-32%	-12%	-6%
O=C(NCCN=C1NS(=O)(=O)c2ccccc21)c1ccncc1	-10%	-17%	-8%	3%	-2%	2%	2%	9%
O=c1c2sc3ccccc3c2[nH]c(=S)n1CCN1CCOCC1	-1%	13%	9%	?	0%	0%	0%	?
CCCC(=O)Nc1ccc2c(c1)nc(CCNC(=O)c1ccccc1)n2C	0%	4%	-2%	11%	-1%	1%	-4%	2%
CCCn1ncc(CN2CCC(Cc3cccc(F)c3)(C(=O)OCC)CC2)c1C	2%	6%	·	-3%	·	2%	-21%	1%
CCCCNCCCOc1cccc(Cl)c1Cl	8%	-16%	-15%	7%	-8%	-7%	-5%	-14%
O=C1OCCC1Sc1nc2cc(Cl)ccc2s1 (stereo not given)	6%	5%	-1%	-12%	-4%	6%	2%	9%
O=C(CSc1nnc(Cn2c(=O)sc3ccccc32)n1-c1ccccc1)NCC1CCCO1 (stereo not given)	6%	1%	-2%	3%	-5%	9%	-4%	2%
O=C(CCc1ccc(Oc2cc([N+](=O)[O-])cc([N+](=O)[O-])c2)cc1)Nc1cccc(Cl)c1	4%	1%	-8%[1.84 µM]	?	1%	-10%	-4%	-6%
COc1cccc(-c2csc(NC3OC(=O)c4c3ccc(OC)c4OC)n2)c1 (stereo not given)	4%	-6%	·	·	·	5%	-3%	-3%
CCc1c(C)n([O-])c2c([n+]1=O)CCCCC2	-2%	7%	8%	4%	-10%	-1%	-6%	8%
COc1ccc(-n2nc([N+](=O)[O-])c(=NCCc3ccc(Cl)cc3)n2O)cc1	3%	-9%	?	5%	?	-3%	-6%	2%

2 of the compounds above, with values under each structure:
Order of results – GAA glycogen | aGal spleen mod | SMN2 splice enh | ALDH1A1 block | GAA inh | GoLoco inh red | GAA spleen mod | JMJD2E inh
> Nc1ccccc1C#CCCCCO
 : 6% | 3%&10% | 5%&6% | ? | -10% | -5%&-4% | 8%&-9% | 20µM*!
> CCOC(=O)c1c(NC(=O)C2CCCCC2C(=O)O)sc2c1CCCCC2 (stereo not given)
 : -4% | -3% | -1% | 0% | -3% | 8% | -3% | 11%

Screening results: PubChem, National Center for Advancing Translational Sciences (NCATS)
